beta cell repl: MIN6 beta-cell proliferation induction; MIN6 cells proliferation, ATPlite luminescence, 48 h; cells starved in 0.2% serum; 100% = growth in 10% serum; proliferation, % at 10 µM; 330,000 tested, 0.29% active; AID 2380;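 active means compounds whose signal lies at least 3.5 SD above the mean of all wells on their plate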;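 further: 0% = DMSO-treated cells in low-serum medium and 100% = 10% serum control; some compounds called inactive have numbers as strong as hits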
mIAP block: mouse IAP inhibition. 330,000 tested, 0.2% active. inhibition, % at 10 µM. purified mouse IAP, CDP-Star luminescence, 30 min;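 active means inhibition of at least 40% at 10 µM in the primary screen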;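 further: plate controls were DMSO with enzyme for no effect and no enzyme wells for full effect; values of inactives mirror those of a sister screen read the other way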
mIAP activ: increases mouse intestinal alkaline phosphatase activity; AID 2805; activation factor at 10 µM; 330,000 tested, 0.24% active; muIAP, CDP-Star luminescence, 30 min; stronger effect = higher value; 1 = vehicle-only enzyme signal, 0 = enzyme-free wells;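 active means activation factor of at least 2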; further: the source names both 10 and 20 µM as test concentration; values of inactives mirror those of a sister screen read the other way
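System: mouse IAP enzyme. Reagent: CDP-Star chemiluminescent phosphatase substrate. Benchmarks: DMSO wells, no-enzyme wells. Times: 30 min enzyme-substrate-compound incubation at room temperature. Detection: luminescence from enzymatic CDP-Star hydrolysis. Doses: test compounds delivered from DMSO solution.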
hIAP block: blocks human intestinal alkaline phosphatase; P09923; purified IAP, CDP-Star luminescence, 30 min; inhibition, % at 10 µM; 330,000 tested, 0.12% active;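 active means inhibition reaching a set limit with compound at 10 µM in the primary screen, cut at about 35% in these data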;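 further: plate controls were DMSO wells with enzyme for no effect and no-enzyme buffer wells for full effect; values of inactives mirror those of a sister screen read the other way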
SENP1 FRET inh: blocks the human SENP1 SUMO protease catalytic domain | 360,000 tested, 0.21% active | Q9P0U3 | AID 624204 | inhibition, % at 10 µM | recombinant SENP1 catalytic domain, CyPet-SUMO1-YPet FRET cleavage;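 active means inhibition at least 30% at 10 µM, raw YFP signal under a set limit, fluorescence ratio 0.5 to 1.5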;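 further: 0% = enzyme with DMSO and 100% = no enzyme wells; some results filed as inactive read as strong as hits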
Target sequence (Q9P0U3 419-644 limits assumed): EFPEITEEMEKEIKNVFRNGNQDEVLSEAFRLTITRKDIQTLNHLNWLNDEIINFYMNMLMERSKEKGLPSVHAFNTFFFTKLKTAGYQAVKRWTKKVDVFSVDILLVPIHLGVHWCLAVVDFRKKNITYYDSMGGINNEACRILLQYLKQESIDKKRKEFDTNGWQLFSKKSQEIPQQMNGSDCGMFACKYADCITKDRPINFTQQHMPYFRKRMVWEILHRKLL
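Assay system: hSENP1 catalytic domain, recombinant. Amount: SENP1 enzyme, 20 pM final. Schedule: 50 min reaction, RT, dark. Technique: FRET, CFP and YFP emission. Control set: no-enzyme wells low, DMSO-plus-enzyme wells high control.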
A3G deaminase: blocks human APOBEC3G single-stranded DNA deamination; Q9HC16; recombinant A3G, ssDNA deamination FAM/TAMRA fluorescence; inhibition, % at 20 µM; 330,000 tested, 0.28% active;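 active means inhibition of at least 40% at 20 µM, with no more than 30% in the related APOBEC3A deaminase screen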;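 further: plate controls were DMSO wells with A3G for no effect and wells lacking A3G enzyme for full effect; some compounds called inactive have numbers as strong as hits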
Target sequence (Q9HC16 whole entry, looked up): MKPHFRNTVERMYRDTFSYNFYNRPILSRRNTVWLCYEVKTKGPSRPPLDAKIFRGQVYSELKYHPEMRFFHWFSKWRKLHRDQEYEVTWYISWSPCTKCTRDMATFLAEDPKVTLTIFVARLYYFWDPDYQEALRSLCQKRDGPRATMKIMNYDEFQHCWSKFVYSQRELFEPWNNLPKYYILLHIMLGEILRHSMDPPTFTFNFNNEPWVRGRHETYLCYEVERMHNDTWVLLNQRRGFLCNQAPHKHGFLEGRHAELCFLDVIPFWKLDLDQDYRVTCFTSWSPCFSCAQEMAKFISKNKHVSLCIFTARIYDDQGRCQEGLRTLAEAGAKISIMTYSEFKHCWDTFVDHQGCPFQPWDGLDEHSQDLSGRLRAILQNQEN
hIAP activ: increases human intestinal alkaline phosphatase activity | P09923 | purified human IAP, CDP-Star luminescence, 30 min; stronger effect = higher value; 1 = vehicle-only enzyme, 0 = enzyme-free background | activation factor at 10 µM | 330,000 tested, 0.16% active;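 active means activation factor of the enzyme at least 2-fold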; further: the source names both 10 and 20 µM as test concentration; values of inactives mirror those of a sister screen read the other way
NALP3 yeast inh: NALP3 inhibition in yeast; inhibition, % at 10 µM; 330,000 tested, 0.39% active; AID 2825; Yeast reconstituted NLRP3/ASC/caspase-1, beta-gal luminescence, 24 h;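 active means inhibition of 50% or more; inactive means inhibition below 50%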;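 further: plate controls were induced DMSO wells for no effect and uninduced yeast grown without galactose for full effect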
A3A deaminase: human APOBEC3A DNA deaminase inhibition | P31941 | recombinant A3A, FAM/TAMRA ssDNA deamination fluorescence | inhibition, % at 20 µM | 330,000 tested, 0.41% active;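 active means at least 40% inhibition at 20 µM here, with at most 30% in a related deaminase screen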;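 further: plate controls were A3A with DMSO for no effect and wells lacking A3A enzyme for full effect; some results filed as inactive read as strong as hits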
Target sequence (P31941 whole entry, looked up): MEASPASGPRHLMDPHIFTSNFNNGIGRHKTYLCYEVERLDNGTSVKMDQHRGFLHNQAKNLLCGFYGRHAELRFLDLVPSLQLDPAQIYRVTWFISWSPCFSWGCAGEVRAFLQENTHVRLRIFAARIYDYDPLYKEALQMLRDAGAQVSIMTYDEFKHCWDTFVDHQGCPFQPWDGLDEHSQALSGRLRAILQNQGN
* = called active by the depositor.

SMILES	beta cell repl	mIAP block	mIAP activ	hIAP block	SENP1 FRET inh	A3G deaminase	hIAP activ	NALP3 yeast inh	A3A deaminase
COc1cc([N+](=O)[O-])ccc1N=Nc1c(N)[nH]n(-c2ccccc2)c1=O	-5	25	0.75	25	0	-1	0.75	15	-1
COc1ccccc1CNC(=O)CN1C(=O)NC2(CCCc3sccc32)C1=O (stereo not given)	5	-1	1	-1	-1	-5	1	9	-3
CCCS(=O)(=O)N1CCC(C(=O)NCCC(C)C)CC1	1	16	0.84	3	0	-5	0.97	29	0
Cc1cc(N(CN2CCCC2=O)C(=O)c2ccccc2)no1	-1	5	0.95	11	-1	-3	0.89	4	1
FC(F)(F)c1cnc(Oc2ccccc2-c2nnco2)c(Cl)c1	0	-1	1	-8	2	-4	1.1	-3	-3
COC1(C)CC2C(CC1OC(=O)c1cc([N+](=O)[O-])cc([N+](=O)[O-])c1)C2(C)C (stereo not given)	-4	7	0.93	11	1	-5	0.89	26	1
CCN(C(=O)COC(=O)c1cc(-c2ccccc2)nc2ccc(Br)cc12)C1CCS(=O)(=O)C1 (stereo not given)	1	9	0.91	26	2	-3	0.74	18	4
Cc1ccc(NC(=O)CNC2CCCCC2)cc1Cl	-4	-17	1.2	10	5	-3	0.9	25	-2
O=C(CSc1nnc(NCc2ccccc2)s1)N1CCOCC1	1	9	0.91	-9	3	-10	1.1	5	-3
COc1ccc(-c2cc(C(F)(F)F)nc(-n3ccnc3)n2)cc1	-5	-2	1	0	3	19	1	20	1
CCOc1ccc(N/C=C\C(=O)c2ccc3c(c2)OCO3)cc1	-3	10	0.9	-4	-22	-8	1	-1	-4
Cc1cccc(NC(=O)Nc2c(C)n(C)n(-c3ccccc3)c2=O)c1C	1	1	0.99	-8	1	-2	1.1	21	0
COc1ccc(C(c2nnnn2Cc2ccc(F)cc2)N2CCN(c3ccc(OC)cc3)CC2)cc1 (stereo not given)	-2	-10	1.1	-36	2	-6	1.4	12	-8
O=C(COC(=O)c1ccc(O)cc1)Nc1ccc(N2CCCCC2)cc1	5	-3	1	5	1	0	0.95	1	-1
NS(=O)(=O)c1ccc(CCNC(=O)C2COc3ccccc3O2)cc1 (stereo not given)	2	4	0.96	21	-1	3	0.79	-8	-1
COc1ccc(NC(=O)c2cccnc2Sc2ccccc2)c(OC)c1	0	-4	1	3	3	-1	0.97	20	2
Cn1c(SCc2cccc(C(F)(F)F)c2)nnc1-c1ccco1	-3	2	0.98	3	3	-13	0.97	21	-4
COCCNC(=S)N1CCN(c2nc(-c3cccc(OC)c3)cs2)CC1	-1	-8	1.1	4	1	-8	0.96	16	-5
CC1CCCN(CCC(=O)c2ccc(Br)cc2)C1 (stereo not given)	-4	-3	1	6	2	0	0.94	27	-1
CN1CCN(C(=O)CN(CCc2ccccc2)S(C)(=O)=O)CC1	-4	-5	1	-12	1	-5	1.1	3	-2
O=C(Nc1ccc(Cl)c(Cl)c1)N(Cc1cccnc1)Cc1ccco1	-3	-32	1.3	-14	2	-3	1.1	26	-4
CC(C)CN(C(=O)CSc1nnc2ccccn12)c1c(N)n(CC(C)C)c(=O)[nH]c1=O	2	6	0.94	11	-4	-6	0.89	10	-2
COc1ccc(NC(=O)C2CCCN(S(=O)(=O)c3cccc4cccnc34)C2)c(OC)c1 (stereo not given)	-3	-9	1.1	-36	0	-2	1.4	-1	3
COc1ccc(Cn2c3ccc(OC)cc3c3nc4ccccc4nc32)cc1	-4	7	0.93	3	17	-7	0.97	-5	1
NC(=O)c1nsc(C(=O)N(Cc2ccc(F)cc2)C(C(=O)NCC2CCCO2)c2ccc(O)cc2)c1N (stereo not given)	-3	2	0.98	-6	-10	-5	1.1	2	-4
Cc1ccc(NC(=S)NCC2CCN(C(C)c3ccccc3)C2)cc1 (stereo not given)	1	-24	1.2	-3	1	-5	1	0	-3
Cc1ccc(NC(=O)C(C)Sc2nnc(C)n2C2CC2)cc1S(=O)(=O)N1CCOCC1 (stereo not given)	-1	12	0.88	4	1	2	0.96	-2	24
CCCn1c(SCC(=O)Nc2nc3ccccc3s2)nc2c1c(=O)n(C)c(=O)n2C	-1	2	0.98	8	0	6	0.93	25	5
COc1ccc2cc(CCNC(=O)C3CC3)c(=O)[nH]c2c1	-3	0	1	21	1	-3	0.79	20	-2
CCCCCCCCCCOC(=O)Cn1c(COc2cccc(C)c2)[n+](C)c2ccccc21	-4	8	0.92	-27	1	-8	1.3	24	-1
Cc1ccc(NC(=O)COC(=O)c2sccc2C)cc1S(=O)(=O)N1CCOCC1	-1	1	0.99	-4	0	-5	1	11	-1
NC(=O)CSc1ccc(Br)cc1	-2	2	0.98	0	0	-2	1	10	-2
Cc1c(Cl)cccc1NC(=O)CC1Sc2ccccc2NC1=O (stereo not given)	-5	-7	1.1	-6	1	-7	1.1	-4	-4
O=[N+]([O-])c1cc(C(F)(F)F)ccc1Cl	0	9	0.91	1	1	-11	0.99	6	-2
CCOc1cccc(/C=N/Nc2ccc(S(=O)(=O)N(CC)CC)cn2)c1O	-6	-2	1	-47	-4	-8	1.5	-7	-3
Cn1c(=O)c2c(nc(NCCNC(=O)c3ccco3)n2Cc2ccccc2Cl)n(C)c1=O	-4	7	0.93	9	2	-1	0.91	5	2
CC(=O)N1CCN=C1SCc1ccc(Cl)cc1	-5	-20	1.2	-23	5	-3	1.2	16	-1
CN(C)CCOCCP(=O)(c1ccccc1)c1ccccc1	-2	-1	1	-7	4	5	1.1	29	5
CCCOc1ccc(C(=O)Nc2cccnc2)cc1	-3	-8	1.1	-16	0	1	1.2	30	0
C/C(=N/OC(=O)c1ccc(C)cc1)c1cccs1	-4	4	0.96	1	6	-1	0.99	19	-1
CSc1nc(=O)n2cccc(C)c2n1	-2	2	0.98	0	4	-4	1	-10	3
CC(C)N(Cc1ccccc1)C(=O)COC(=O)c1ccc(S(=O)(=O)N2CCOCC2)cc1	-1	-10	1.1	-4	-2	-9	1	4	-2
Cc1nn(-c2cc(C)c3ccccc3n2)c2c1C1C(C2)C1(C)C (stereo not given)	-4	2	0.98	-4	-4	-5	1	5	-3
COc1ccc(OC)c(Nc2ccc(Nc3cc(OC)ccc3OC)nn2)c1	0	-3	1	16	4	-2	0.84	35	-1
CCCCCCN1CC(=O)N2Cc3[nH]c4ccccc4c3C[C@H]2C1=O	-2	-5	1	11	-23	-8	0.89	-8	-5
Cc1nn(-c2ccccc2)c(-c2ccccc2[N+](=O)[O-])c1C(=O)O	-1	-5	1	-1	1	-2	1	9	-1
CCCCn1c(SCC(=O)Nc2cc(C)on2)nnc1-c1ccncc1	0	-4	1	-4	3	-3	1	21	-1
Cc1cccc2cc(-c3nc4c(C)cccn4c3NCc3ccco3)c(=O)[nH]c12	4	-7	1.1	0	1	2	1	12	9
Cc1ccc(C(CC(=O)NCc2ccco2)c2ccccc2)c(O)c1 (stereo not given)	1	-14	1.1	-6	1	-2	1.1	-5	-6
CSc1ccccc1NC(=O)CN(c1cccc(C)c1)S(C)(=O)=O	-1	14	0.86	12	-1	5	0.88	6	6
CCOC(=O)C1=C(COC(=O)CCc2ccc(CC)cc2)NC(=O)NC1C (stereo not given)	4	-6	1.1	16	2	-8	0.84	10	-5
Cc1ccc(NC(=O)CCNS(=O)(=O)c2ccc(Br)s2)cc1	-1	-6	1.1	-5	1	4	1.1	10	-3
CCCCn1c(N)c(N(CC(C)C)C(=O)COC(=O)Cc2c(C)nc3ccccc3c2C)c(=O)[nH]c1=O	-3	-4	1	15	-1	0	0.85	7	3
Cc1cc2c(c(=O)n1Cc1ccco1)C(c1cccnc1)C(C#N)=C(N)O2 (stereo not given)	0	9	0.91	0	-26	9	1	2	30
CCC(OC(=O)c1ccco1)C(=O)NCc1ccco1 (stereo not given)	-3	-8	1.1	1	3	-5	0.99	22	-6
CCCn1c(-c2cccs2)nc2c1c(=O)[nH]c(=O)n2Cc1ccccc1	1	-10	1.1	-6	-12	-9	1.1	19	-1
O=c1[nH]ncc(N/N=C/c2ccccc2)c1Cl	4	3	0.97	22	4	-3	0.78	9	5
C=CCOc1cc(OC)c(OC)c(OC)c1	-4	8	0.93	6	-1	-5	0.94	-6	1
Cc1c(C(=O)NC(=S)Nc2cccnc2)cccc1[N+](=O)[O-]	-4	0	1	-21	-1	-1	1.2	24	-1
COc1ccc(Cc2noc(CN3CCN(c4ccc(Cl)cn4)CC3)n2)cc1OC	-2	-7	1.1	11	-1	-9	0.89	-4	0

Filtered by structure: the compounds so far containing bromine (4)
SMILES	beta cell repl	mIAP block	mIAP activ	hIAP block	SENP1 FRET inh	A3G deaminase	hIAP activ	NALP3 yeast inh	A3A deaminase
CCN(C(=O)COC(=O)c1cc(-c2ccccc2)nc2ccc(Br)cc12)C1CCS(=O)(=O)C1 (stereo not given)	1	9	0.91	26	2	-3	0.74	18	4
CC1CCCN(CCC(=O)c2ccc(Br)cc2)C1 (stereo not given)	-4	-3	1	6	2	0	0.94	27	-1
NC(=O)CSc1ccc(Br)cc1	-2	2	0.98	0	0	-2	1	10	-2
Cc1ccc(NC(=O)CCNS(=O)(=O)c2ccc(Br)s2)cc1	-1	-6	1.1	-5	1	4	1.1	10	-3

(more compounds)
SMILES	beta cell repl	mIAP block	mIAP activ	hIAP block	SENP1 FRET inh	A3G deaminase	hIAP activ	NALP3 yeast inh	A3A deaminase
Cc1nc2c(C#N)cnn2c2c1CCNN2C	0	-10	1.1	-17	-2	-3	1.2	-3	-7
Cn1c(SCC(=O)c2cccs2)nnc1-c1ccco1	-2	-4	1	-11	-4	1	1.1	12	-2
COC(=O)c1cccc(NC(=O)c2onc3c2CCCC3)c1	0	-7	1.1	3	1	-10	0.97	7	0
O=C(Nc1ncc([N+](=O)[O-])s1)c1ccco1	-6	15	0.85	20	-39	3	0.8	32	3
O=C(Nc1cc(S(=O)(=O)N2CCOCC2)ccc1N1CCOCC1)c1ccc(Cl)nc1	2	4	0.96	-3	2	-8	1	-16	-3
CN(C)S(=O)(=O)N(CC(=O)Nc1cccc(F)c1)c1ccccc1	-3	-6	1.1	-9	3	2	1.1	8	7
O=C(NCC(c1cccs1)N1CCOCC1)c1cc(-c2ccc(F)cc2)nc2ccccc12 (stereo not given)	-4	-5	1	-27	-1	-5	1.3	7	-7
NC(=O)N/N=C/c1coc2ccc(O)cc2c1=O	-5	13	0.87	-2	0	-2	1	-4	-4
COC(=O)Nc1cc(C)nc2ccccc12	0	2	0.98	-5	1	-3	1	6	-1
C=CCSc1nnc(-c2ccc([N+](=O)[O-])cc2)o1	-2	0	1	-4	0	0	1	23	0
N#Cc1cc(S(=O)(=O)c2ccc(Cl)cc2)c(N)[nH]c1=O	2	-1	1	1	-183	-10	0.99	13	-3
C/C(=N\NC(=O)c1ccc(CSc2nncn2C)cc1)c1cccs1	-2	-1	1	-5	2	-6	1.1	8	-2
Cc1cccc(C(=O)Oc2ccc(/C=N/NC(=O)c3ccc(O)cc3)cc2)c1	-5	0	0.99	-7	2	-2	1.1	13	-3
COc1ccc(CCNC(=O)c2ccccc2SC)cc1	-4	-7	1.1	6	2	-3	0.94	8	7
CC(C)(C)n1nnnc1C(c1cc2cc3c(cc2[nH]c1=O)OCCO3)N1CCSCC1 (stereo not given)	0	3	0.97	-12	29	-7	1.1	2	-7

Screens as filed in PubChem BioAssay.

A portion of the library. The share of hits here may be higher or lower than overall.
